# Fibroblast inh – blocks proliferation of human lung fibroblasts; LL 47 human lung fibroblast viability, ATP luminescence; stronger effect = lower value; viability, % at 10 µM; 85,000 compounds, 1.1% hits; AID 719;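 active = viability at or below 50% in the single dose screen; inactive = viability above 50%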;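 also: compound exposure lasted 72 h before the ATP readout; 100% = median luminescence of untreated cell-only wells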
#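 Benchmarks: Cell-only wells, no compound | Test system: LL 47 human lung fibroblasts, passage 12 or lower | Input: 1,150 cells/well | Measured by: CellTiter-Glo luminescence measuring cellular ATP | Medium: IMEM, 15% FBS supplement | Schedule: Overnight attachment after seeding, then 72 h compound exposure at 37 °C | Doses: Compound addition at 0.1% DMSO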
# PostGolgi yeast – growth inhibition of a yeast mutant, post-Golgi transport screen. post-Golgi transport phenotypic cell assay. inhibition, % at 10 µM. 98,000 compounds, 0.9% hits. AID 739;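 also: yeast cells grown in 1536-well plates; yeast grown about 18 h at 30C before absorbance read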
# S1P2 blocker – S1P2 (human) receptor antagonism | O95136 | cell-based S1P2 antagonist assay, inhibition at 5 uM | inhibition, % at 5 µM | 97,000 compounds, 0.21% hits | AID 736; in the data active = inhibition above about 45%;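 also: CRE beta-lactamase reporter cells expressing human S1P2 stimulated with S1P; 0% = agonist at EC80 alone and 100% = agonist plus reference antagonist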
# Target sequence (O95136 whole entry, looked up): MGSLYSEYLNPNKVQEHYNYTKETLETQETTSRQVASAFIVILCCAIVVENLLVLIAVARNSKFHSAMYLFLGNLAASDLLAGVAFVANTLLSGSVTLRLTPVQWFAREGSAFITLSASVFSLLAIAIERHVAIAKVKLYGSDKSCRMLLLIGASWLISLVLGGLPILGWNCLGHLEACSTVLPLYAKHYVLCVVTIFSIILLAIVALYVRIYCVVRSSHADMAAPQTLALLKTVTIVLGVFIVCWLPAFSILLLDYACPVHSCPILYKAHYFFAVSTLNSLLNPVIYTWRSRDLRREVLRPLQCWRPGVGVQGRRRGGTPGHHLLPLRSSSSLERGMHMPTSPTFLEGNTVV
# S1P2 ag – S1P2 (human) receptor agonism; O95136; S1P2-expressing cell line, agonist reporter read-out; activation, % at 4.5 µM; 97,000 compounds, 0.46% hits; in the data active = activation above about 16%;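 also: 0% = vehicle low control and 100% = maximal reference agonist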
# DAT uptake mod – modulates human dopamine transporter uptake under cocaine; Q01959; LLC-PK1 hDAT cells, [14C]-dopamine uptake with cocaine IC80; actives deviate in either direction; B-score at 10 µM; 110,000 compounds, 1.3% hits;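 active = Z score or B-score, a plate-position-corrected score, falls beyond the plate's 99.7% confidence bounds, in either direction; inactive = both scores lie inside the 99.7% bounds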;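 also: scored against the spread of the other compound wells on the same plate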
# Target sequence (Q01959 whole entry, looked up): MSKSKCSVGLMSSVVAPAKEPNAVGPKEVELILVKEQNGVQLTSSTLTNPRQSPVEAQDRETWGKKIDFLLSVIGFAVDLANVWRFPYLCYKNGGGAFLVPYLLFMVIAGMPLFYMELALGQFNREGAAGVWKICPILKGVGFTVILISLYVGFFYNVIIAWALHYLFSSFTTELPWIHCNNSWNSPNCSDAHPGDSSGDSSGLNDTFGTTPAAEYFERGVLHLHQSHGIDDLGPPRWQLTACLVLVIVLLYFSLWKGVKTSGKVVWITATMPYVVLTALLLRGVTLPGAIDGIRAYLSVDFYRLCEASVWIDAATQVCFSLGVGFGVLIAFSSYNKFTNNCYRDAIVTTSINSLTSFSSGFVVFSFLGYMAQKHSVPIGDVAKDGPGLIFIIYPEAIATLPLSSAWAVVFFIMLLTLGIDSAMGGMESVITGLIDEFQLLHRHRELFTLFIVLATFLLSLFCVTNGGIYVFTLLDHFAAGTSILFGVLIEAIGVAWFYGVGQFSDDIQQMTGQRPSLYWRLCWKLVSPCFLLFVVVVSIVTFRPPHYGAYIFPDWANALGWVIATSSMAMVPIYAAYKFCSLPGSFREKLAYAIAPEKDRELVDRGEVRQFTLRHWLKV
# HUVEC inhibit – human endothelial cell proliferation inhibition. viability, % at 10 µM (by protocol). AID 648. 86,000 compounds, 1.1% hits. HUVEC proliferation, CellTiter-Glo luminescence, 72 h; stronger effect = lower value;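 active = viability at or below 30%; inactive = viability above 30%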;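 also: 100% = median luminescence of DMSO-only cell control wells on each plate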
# PostGolgi ctrl – yeast control strain growth, post-Golgi counter-screen; efflux-deficient yeast background strain, growth absorbance A615, 16 h; inhibition, % at 10 µM; 98,000 compounds, 5% hits
# H69AR growth 86K – growth inhibitors of human H69AR lung tumor cells. H69AR lung tumor viability, ATP luminescence, 72 h; stronger effect = lower value. viability, % at 10 µM. 85,000 compounds, 6% hits;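 active = viability at or below 40%; inactive = viability above 40%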;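 also: multidrug resistant small cell line overexpressing MRP-1 efflux transporter; 100% = mean luminescence of untreated control wells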
# E coli WT exp – E. coli BW25113 growth inhibition, expanded screen. OD600 absorbance. growth inhibition, % at 100 µM. 98,000 compounds, 0.15% hits;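 active = growth inhibition above about 50% at one test dose, limit read from the data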;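 also: growth measured after 20 h incubation at 37 °C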
# The depositor's hits bear a star; . = not tested or not shown. Rule as the data show it, unless noted: active = inhibition above about 30%; inactive = the rest.
Molecule	Fibroblast inh	PostGolgi yeast	S1P2 blocker	S1P2 ag	DAT uptake mod	HUVEC inhibit	PostGolgi ctrl	H69AR growth 86K	E coli WT exp
COc1ccccc1C(=O)Oc1cc(N)n(S(=O)(=O)c2ccc(C)cc2)n1	.	5	-38	2	-0.17	.	7	.	-2
Cc1cccc(NC2SC(=O)N(CC(=O)O)C2=O)c1 (configuration not stated)	98	.	-1	-3	-0.058	94	.	86	.
CCN(CC)S(=O)(=O)c1cc(C(=O)Nc2ccccn2)ccc1C	104	0	1	-6	0.62	96	12	78	0
Cn1c(SCc2cccnc2)nnc1-c1c[nH]c2ccccc12	100	6	4	-1	-1.3	102	2	89	8
CCOCCCNC(=O)CN1C(=O)C(CC)Oc2ccccc21 (configuration not stated)	98	-4	8	-3	-0.57	94	14	97	6
CC(=O)N1CCN=C1SCc1ccccc1	98	-4	0	-3	-0.006	96	7	94	-2
O=C(Nc1cc(Cl)cc(Cl)c1)C(NCCO)c1ccccc1 (configuration not stated)	109	7	2	-6	-0.97	90	1	97	0
c1ccc2sc(SN3CCOCC3)nc2c1	95	-1	.	.	-1.1	85	7	76	11
Cc1nn(Cc2ccccc2)c(C)c1NC(=O)CSc1nc2sc3c(c2c(=O)n1C)CCC3	93	.	-12	-5	0.015	97	.	44	.
Cc1cccc(C)c1NC(=O)N1CCN(c2nc3ccccc3s2)CC1	97	13	-17	-5	-0.15	93	-16	86	2
Clc1ccc(-c2nnn(Cc3nc4ccccc4s3)n2)cc1	96	4	18	-5	0.014	100	17	96	-11
Cc1ccc(NC(=O)CSc2nc(NS(=O)(=O)c3ccccc3)cc(=O)[nH]2)cc1	104	-3	3	-3	0.39	90	8	93	2
Cn1c(SCC(=O)NC(C)(C)C)nnc1-c1cccc(NC(=O)c2ccccc2F)c1	99	-1	22	1	-0.0082	88	1	83	3
CN(CCOc1ccc(-c2ccn(S(=O)(=O)c3cccc4ccccc34)n2)cc1)c1ccccn1	.	6	6	-7	-8.3*	.	15	.	-8
CCOC(=O)Cc1c(C)nc2c(-c3ccccc3)c(-c3ccccc3)[nH]n2c1=O	92	-1	-4	-5	1.2	75	18	32*	-18
CN(C)S(=O)(=O)Oc1cccc(C(=O)Nc2ccc(Cl)cc2)c1	.	26	36	-4	-0.6	.	6	.	6
COc1cccc(NC(=O)CN2CCN(c3nc(-c4cccc(OC)c4)cs3)CC2)c1	126	.	-2	-11	1.2	83	.	93	.
CCOC(=O)C1CCCN(C(=O)c2cc(Cl)ccc2Cl)C1 (configuration not stated)	96	-3	25	-7	0.43	109	22	90	-5
CN(C)c1ccc(C2NCC(CCl)O2)cc1 (configuration not stated)	.	11	10	1	-1.5	.	5	.	-1
CSc1cccc(NC(=O)/C=C/c2ccccc2)c1	.	-9	-10	-3	0.042	.	-1	.	3
O=C(Nc1cc(C(=O)N2CCCC2)ccc1N1CCCC1)c1ccccc1	102	0	-4	1	0.68	96	3	88	3
Cc1cc(C)c2c(N)c3ccccc3nc2n1	.	4	-24	9	1.7	.	2	.	52*
Clc1ccc(-c2cnc3n2CCC3)cc1	86	8	1	-2	0.14	62	1	83	14
CCC(C)Nc1nc2c(c(=O)n(C)c(=O)n2C)n1Cc1ccc(F)cc1 (configuration not stated)	90	-7	-30	1	0.89	91	35*	66	1
CCCN1CCC(N(C)CCc2ccc(OC)c(OC)c2)CC1	.	-1	12	-5	-0.39	86	7	55	-4
CCSC1=C(C#N)C(c2cccc(O)c2)CC(=O)N1 (configuration not stated)	95	4	8	-6	-0.018	81	0	97	8
CCOc1ccc(NC(=O)C2CCN(c3nnnn3-c3ccccc3)CC2)cc1	103	.	-4	-6	-1.2	91	.	48	.
Cc1nnc(SCC(=O)Nc2ccc3c(c2)COC3=O)n1-c1ccccc1	.	-3	5	-5	0.074	.	7	.	12
COc1cc(C(=O)Nc2ccc(S(=O)(=O)N3CCCCC3C)cc2)cc(OC)c1OC (configuration not stated)	94	-7	-63	-2	1.6	70	29	86	-6
Cc1c(NC(=O)C2CCCN2C(=O)c2cccs2)c(=O)n(-c2ccccc2)n1C (configuration not stated)	106	-1	7	-2	1.2	97	0	88	9
CC(C)(C)n1nnnc1C(c1ccc(Cl)cc1)N1CCCc2ccccc21 (configuration not stated)	90	-5	-1	-5	-0.041	101	19	89	-16
CCOC(=O)C(NCCCCl)c1ccccc1 (configuration not stated)	100	5	-10	-4	-0.29	106	-7	95	-4
CCNc1nc(C)nc2c1oc1ccccc12	95	-2	-9	-2	1.5	93	1	96	9
O=C(Oc1c(Cl)cc(Cl)c2cccnc12)N1CCOCC1	104	14	10	-7	-0.31	106	22	86	3
CCNc1ccc2noc3c2c1C(=O)c1ccccc1-3	87	.	-34	-1	-1.1	69	.	18*	.
Cc1cc(NC(=O)C2=C(O)c3ccccc3S(=O)(=O)N2C)no1	96	.	.	.	-0.028	88	.	95	.
COc1ccc(-c2ccc(=O)n(CC(=O)Nc3nnc(C(C)C)s3)n2)cc1OC	93	-4	2	-7	-0.18	99	6	86	-5
CN1CCN(S(=O)(=O)c2ccc(SCCOc3ccccc3)nc2)CC1	95	-3	-8	-2	.	99	9	87	-6
COCCNC(=O)CSc1nc2ccc(N3CCOCC3)cc2c(=O)n1CCc1ccccc1	98	2	.	.	0.89	94	9	81	-14
CCOC(=O)c1cn(CC)c2ccc(S(=O)(=O)N3CCC(C)CC3)cc2c1=O	95	-6	-4	-10	2.1	102	7	98	6
O=C(c1cc2ccccc2oc1=O)N(Cc1cccs1)C1CCS(=O)(=O)C1 (configuration not stated)	98	4	-1	0	-0.054	97	7	91	-4
CNC(=O)c1cn(-c2ccccc2)c(=O)c2ccccc12	.	11	13	-5	0.28	.	7	.	-3
Cc1ccc2c(c1)[nH]c1c(=O)n(Cc3ccccn3)cnc12	94	-1	-12	-5	0.0035	99	8	71	-7
CCc1ccc(CSc2nccn2-c2ccccc2)cc1	.	1	-7	-4	0.096	.	7	.	-8
Cc1ccc(OC(=O)C(C)c2cccc(C(=O)c3ccccc3)c2)cc1 (configuration not stated)	.	-9	0	-6	-0.015	.	-8	.	7
O=C(Cc1cc(=O)[nH]c(=O)[nH]1)NCCN1CCOCC1	95	0	0	-3	0.38	104	1	104	5
COc1ccc(C(=O)Nc2nc(N)n(-c3ccccc3)n2)cc1OC	95	4	11	-5	0.27	98	21	89	0
CCCOC1(NC(=O)c2ccccc2)C(C)=CC(=O)C=C1C	100	7	12	-4	0.64	111	-2	95	-1
CC(=O)Nc1c(O)nc(SCC(=O)Nc2c(C)cccc2C)[nH]c1=O	101	2	8	-3	-0.19	106	16	112	-6
CCOc1cc2[nH]c(=S)n(CCCCC(=O)NCc3ccco3)c(=O)c2cc1OCC	93	4	.	.	0.12	89	0	93	0
O=C(c1cc(-c2ccco2)on1)N1CCCc2ccccc21	99	0	0	-4	0.29	107	9	94	4
O=C(Nc1ccccc1N1CCN(c2ccccc2)CC1)C1CCCCC1	89	.	.	.	-0.1	111	.	85	.
CC1CN(C(c2cccs2)c2sc3ncnn3c2O)CC(C)O1 (configuration not stated)	93	-2	-9	-13	1.2	97	28	95	6
Cc1ccccc1OCC(=O)N/N=C/c1ccc(Sc2nc3ccccc3s2)o1	.	1	9	-3	0.026	.	12	.	-23
CC1(C)C2CCC1(CS(=O)(=O)N1CCOCC1)C(=O)C2 (configuration not stated)	95	4	5	-2	0.093	93	10	110	-1
Cc1ccc(C)c(N2CCN(C(=O)Cn3cccc3)CC2)c1	95	-4	6	-7	0.52	102	3	82	-1

# (list continues)
Molecule	Fibroblast inh	PostGolgi yeast	S1P2 blocker	S1P2 ag	DAT uptake mod	HUVEC inhibit	PostGolgi ctrl	H69AR growth 86K	E coli WT exp
CCCCN(CCCC)S(=O)(=O)c1ccc(SCC(=O)OCC)c([N+](=O)[O-])c1	98	-5	-5	-5	-0.23	86	9	86	-13
Cc1noc(NS(=O)(=O)c2ccc(N3CC(O)=C(c4ccccc4)C3=N)cc2)c1C	.	12	14	-10	-0.68	.	13	.	-9
CC(C)C(C(=O)C=[N+]=[N-])N1C(=O)c2ccccc2C1=O (configuration not stated)	100	8	9	-2	-1.1	105	-11	93	-13
Cc1cc(NC(=O)c2ccc(Br)c(S(=O)(=O)N3CCCC3)c2)no1	96	4	11	-4	1.2	97	6	96	1
Cn1c(OCc2cccnc2)nc2c1c(=O)n(Cc1ccccc1)c(=O)n2C	95	-2	-4	-6	0.85	83	4	70	4
Cc1ccccc1S(=O)(=O)c1c(C)cc(C)n(C(C)C)c1=O	106	-2	-5	-3	1.7	116	23	79	11
Cn1c(CNC(=O)Nc2ccccc2Cl)nnc1SCc1ccccc1	94	-10	-14	-8	0.33	96	11	103	9
CCOC(=O)c1ccc(NCc2nc3ccccc3[nH]2)cc1	107	-4	11	-4	0.78	100	-5	95	14
COc1ccc(C2=NOC(C(=O)Nc3cc(Br)ccc3O)C2)cc1OC (configuration not stated)	90	0	-11	-4	-0.43	83	6	77	0
O=C(Nc1ccon1)c1csc2ccccc12	105	-4	-1	1	-0.35	89	9	102	-7
Cn1c(SCC(=O)NCc2ccccc2)nc2ccccc21	108	12	-16	-5	.	99	-8	86	9
Cc1ccc(S(=O)(=O)N2CCC(N3CCCCCC3)CC2)cc1	.	7	.	.	-0.015	.	12	.	2
CN1CCN(C(=O)c2ccc(CS(=O)(=O)c3c(Cl)cccc3Cl)o2)CC1	101	6	-3	-2	-0.17	95	3	87	8
O=C(CSc1n[nH]c(-c2cccs2)n1)N1CCCc2ccccc21	99	-5	-1	-1	2.3	91	11	86	-2
COC(CCN(C)C)(c1ccccc1)c1ccccc1	97	3	-16	-6	0.18	82	1	100	5
COc1ccc(/C=N/NS(=O)(=O)c2ccc(C)cc2)cc1OC(=O)c1ccc(C)cc1	.	0	3	-3	0.44	.	12	.	-20

# One compound at a time, from the list above. Order of values: Fibroblast inh	PostGolgi yeast	S1P2 blocker	S1P2 ag	DAT uptake mod	HUVEC inhibit	PostGolgi ctrl	H69AR growth 86K	E coli WT exp
# `COc1ccc(C2=NOC(C(=O)Nc3cc(Br)ccc3O)C2)cc1OC` (configuration not stated) reads 90	0	-11	-4	-0.43	83	6	77	0
# `O=C(CSc1n[nH]c(-c2cccs2)n1)N1CCCc2ccccc21` reads 99	-5	-1	-1	2.3	91	11	86	-2
# `COC(CCN(C)C)(c1ccccc1)c1ccccc1` reads 97	3	-16	-6	0.18	82	1	100	5

# Carrying on.
Molecule	Fibroblast inh	PostGolgi yeast	S1P2 blocker	S1P2 ag	DAT uptake mod	HUVEC inhibit	PostGolgi ctrl	H69AR growth 86K	E coli WT exp
Cc1ccc2[nH]c3c(NCc4ccco4)ncnc3c2c1	92	9	31	-11	1.6	35	2	76	30
CSC1=N/C(=C\c2ccc(Br)o2)C(=O)S1	103	-2	-14	0	-0.56	82	7	86	-2
OCCN1CCN(C(=S)c2ccc(Cl)c(Cl)c2)CC1	99	7	-9	-4	-0.077	96	-2	94	1
O=C(C1CCC1)N1CCc2cc(S(=O)(=O)NC3CCCc4ccccc43)ccc21 (configuration not stated)	88	19	-1	-10	-0.19	94	11	82	-3
CC(C)(C)c1nc2scc(-c3ccc(Cl)cc3)c2c(=O)o1	98	16	-19	0	-0.62	106	2	91	-11
COc1ccc(CCNc2nc(C)cc(=O)[nH]2)cc1OC	104	.	-12	-2	-0.7	106	.	96	.
COc1ccc(OC)c(NC(=O)CCN2CCN(Cc3ccccc3)CC2)c1	93	1	3	-5	-1.1	84	1	82	2
O=C(O)C(CCCCN1C(=O)c2ccccc2C1=O)N1C(=O)c2ccccc2C1=O (configuration not stated)	93	-4	20	-5	-0.59	95	-3	98	-4

# Assay outcomes deposited in PubChem BioAssay by several laboratories.
